GPR35 antagonists: GPR35 antagonists blocking zaprinast-driven arrestin recruitment, primary screen, imaging, U2OS, beta-arrestin-GFP, zaprinast agonist (AID 2058); U2OS GPR35 beta-arrestin-GFP translocation imaging, zaprinast antagonism; higher % means a stronger effect; inhibition, % at 10 µM; hits with a dose series show IC50 in µM; 290,000 tested, 0.052% active;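 active = inhibition of at least 50% with at least 30 cells and total cytoplasm GFP at most 10,000,000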
AID2073: disruptors of CaV2.2 binding to Mint1 – biochemical, HTRF (AID 2073); HTRF protein-protein interaction, Mint1-CaV2.2; higher % means a stronger effect; one-dose inhibition, % at 20 µM; IC50 in µM for titrated hits; 290,000 tested, 0.19% active; in the data active = inhibition mostly above about 51%, no sharp cut-off; also: some results filed as inactive read as strong as hits
Yfh1-depleted yeast: mitochondrial function rescue without frataxin homolog – Friedreich's ataxia, plus single-dose screen, dose response (AID 1465) | fold induction at 50 µM, or EC50 in µM where a hit was titrated | S. cerevisiae Yfh1-off respiration, WST-1 reduction, 72 h; higher fold induction means a stronger effect | 220,000 tested, 0.074% active;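 active = fold induction of absorbance versus untreated yeast above a set limit, then at least 30% activation at any dose in follow-up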;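 also: activators that raise dye reduction in frataxin-depleted yeast; strong numbers were not always called active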
GPR55 beta-arrestin: selective activators of receptor GPR55 – imaging, U2OS cells, beta-arrestin-GFP redistribution, primary screen (AID 1961); 290,000 tested, 0.048% active; U2OS GPR55 beta-arrestin-GFP redistribution imaging; higher % means a stronger effect; one-dose activation, % at 10 µM; EC50 in µM for titrated hits;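 active = activation above 40% with more than 50 cells counted in the well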;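 also: U2OS osteosarcoma cells stably expressing GPR55 and beta-arrestin-GFP; plate controls were DMSO negative control for no effect and LPI positive control for full effect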
NTR1 ag: NTR1-driven beta-arrestin-GFP spot formation – imaging, U2OS cells, high content, primary screen (AID 493036); agonist mode; P30989; 330,000 tested, 0.17% active; activation, % at 20 µM;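 active = activation at or above 40% of the spot to cytoplasm intensity ratio, with at least 20 cells analyzed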;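 also: 0% = DMSO without peptide and 100% = 100 nM NTR1 peptide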
Target sequence (P30989 whole entry, looked up): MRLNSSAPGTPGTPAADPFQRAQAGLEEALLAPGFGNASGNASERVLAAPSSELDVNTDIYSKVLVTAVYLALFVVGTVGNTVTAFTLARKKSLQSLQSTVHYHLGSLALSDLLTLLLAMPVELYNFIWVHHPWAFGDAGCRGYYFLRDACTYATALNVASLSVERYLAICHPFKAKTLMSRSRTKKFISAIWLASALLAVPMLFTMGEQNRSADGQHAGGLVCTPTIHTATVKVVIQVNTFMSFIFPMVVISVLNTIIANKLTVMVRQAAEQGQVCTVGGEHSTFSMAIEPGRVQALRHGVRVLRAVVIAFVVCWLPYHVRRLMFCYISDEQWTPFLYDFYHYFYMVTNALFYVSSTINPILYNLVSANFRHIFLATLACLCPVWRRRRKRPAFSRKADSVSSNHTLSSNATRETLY
Dengue-2 NS5 capping: Dengue-2 NS5 methyltransferase inhibitors, primary screen, biochemical, confirmation dose response (AID 588689); inhibition, % at 25 µM; hits with a dose series show IC50 in µM; 340,000 tested, 0.3% active; Dengue-2 NS5 methyltransferase capping enzyme assay, biochemical; higher % means a stronger effect; in the data active = a potency from the dose series
SV40 large T antigen: SV40 large T antigen inhibitors, biochemical (AID 1903); inhibition, % at 20 µM; hits with a dose series show IC50 in µM; SV40 large T antigen ATPase/helicase inhibition assay; higher % means a stronger effect; 310,000 tested, 0.39% active; in the data active = a potency from the dose series; also: strong numbers were not always called active
GPR55 LPI antagonism: GPR55 antagonists blocking LPI-driven arrestin recruitment, primary screen, imaging, U2OS, beta-arrestin-GFP, LPI agonist (AID 2013); U2OS GPR55 beta-arrestin-GFP translocation imaging, LPI antagonism; higher % means a stronger effect; inhibition, % at 10 µM, or IC50 in µM where a hit was titrated; 290,000 tested, 0.13% active;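 active = spots per cell inhibited over 60%, with over 100 cells counted and total cytoplasm intensity under 500,000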;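 also: U2OS cells stably carrying GPR55 and arrestin-GFP stimulated by 5 µM LPI near EC80; imaged beta-arrestin-GFP aggregate spots per cell after agonist stimulation; plate controls were LPI-stimulated DMSO wells for no effect and DMSO wells without LPI for full effect; some results filed as inactive read as strong as hits; confirmed hits need IC50 under 10 µM and bright autofluorescent wells are also inconclusive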
MgcRacGAP inhibition: MgcRacGAP GTPase-activating activity inhibitors, confirmation, biochemical, ADP Hunter fluorescence; MgcRacGAP-stimulated Rac1 GTP hydrolysis, ADP Hunter fluorescence; higher % means a stronger effect; GST-tagged Rac1 F28L mutant substrate; inhibition, % at 30 µM; hits with a dose series show IC50 in µM; AID 624330; 340,000 tested, 0.6% active;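 active = first-screen hits whose inhibition reached a set limit at any dose in the follow-up dose series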;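 also: fluorescence reports GDP produced by GAP-driven GTP hydrolysis; strong numbers were not always called active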
NTR1 ag cell count 20 µM: also measured in NTR1 ag; calls as there; cell count; measured here: cell count, cytotoxicity flag
* marks the source's active call; other numbers are inactive results; i = inactive; nt = no result given.

SMILES	GPR35 antagonists	AID2073	Yfh1-depleted yeast	GPR55 beta-arrestin	NTR1 ag	NTR1 ag cell count 20 µM	Dengue-2 NS5 capping	SV40 large T antigen	GPR55 LPI antagonism	MgcRacGAP inhibition
CC(=O)N1NC(=Nc2ccccc2)SC1(C)C	2%	12%	i	-0.1%	0.1	52	-4%	22%	1%	8%
CCn1cc(C(=O)NCCCN(CC(C)C)CC(C)C)c(=O)c2cc(S(=O)(=O)N(C)C3CCCCC3)ccc21	8%	0%	nt	-0.2%	8.2	74	-3%	5%	13%	8%
O=C(NNC(=O)C12CC3CC(CC(C3)C1)C2)c1cccc([N+](=O)[O-])c1	-9%	4%	nt	0.0%	0.1	39	-1%	5%	-12%	-7%
COc1ccccc1-c1cc(C(=O)N2CCc3ccccc3C2)c2ccccc2n1	7%	0%	nt	3.1µM*	2.8	52	nt	18%	12%	nt
Cc1c(Cl)c([N+](=O)[O-])nn1CCCC(=O)Nc1c(Cl)cccc1Cl	2%	2%	i	-0.3%	-1.6	61	-6%	4%	16%	4%
CC(C)(C)NC(=O)NC(=O)COC(=O)CNS(=O)(=O)c1ccc(Br)cc1Cl	1%	0%	i	-0.6%	0.3	50	-6%	-23%	-4%	4%
COc1ccc(/C=C\C(=O)NCC(=O)N/N=C/c2ccc(O)cc2O)cc1	1.2µM*	10%	i	-0.1%	37	66	3%	29%	-6%	9%
COCCn1c(SCC#N)nnc1-c1ccc2c(c1)OCO2	18%	-8%	i	0.4%	-1.6	61	-5%	11%	5%	10%
Cc1cc2ccccc2n1CCNC(=O)C(C)(C)C	5%	9%	i	0.3%	-0.9	90	1%	2%	4%	17%
CNC(=O)c1c(NC(=O)c2ccc(N3C(=O)CCC3=O)cc2)sc2c1CCC(C)C2 (stereo not drawn)	-10%	11%	nt	-0.1%	1.4	52	-11%	14%	5%	6%
CO/N=C/C(NC(=O)c1ccc(C(F)(F)F)cc1)C(=O)OC (stereo not drawn)	-4%	12%	i	0.5%	-0.8	61	-1%	0%	7%	-4%
Cc1[nH]c2ccccc2c1C(=O)C(C)OC(=O)C1CCC1 (stereo not drawn)	nt	nt	nt	nt	-0.1	56	-7%	20%	nt	4%
COC/C=C/C1=CC2=CC(=O)C(C)(OC(=O)c3cnc4ccccc4n3)C(=O)C2=CN1c1ccccc1 (stereo not drawn)	-3%	31%	i	-0.1%	0.1	66	nt	26%	-4%	nt
O=c1c2ccccc2nc(-c2ccco2)n1/N=C/c1ccco1	8%	12%	i	-0.1%	0.7	65	2%	4%	3%	4%
O=C(NCC1CCCCC1)C1CCC(=O)N(CCc2cccc(F)c2)C1 (stereo not drawn)	-1%	0%	nt	0.3%	-0.5	68	-8%	10%	-8%	9%

Profiles, quoted from the list. Values in the order: GPR35 antagonists, AID2073, Yfh1-depleted yeast, GPR55 beta-arrestin, NTR1 ag, NTR1 ag cell count 20 µM, Dengue-2 NS5 capping, SV40 large T antigen, GPR55 LPI antagonism, MgcRacGAP inhibition
Results for CC(C)(C)NC(=O)NC(=O)COC(=O)CNS(=O)(=O)c1ccc(Br)cc1Cl = 1%, 0%, i, -0.6%, 0.3, 50, -6%, -23%, -4%, 4%
Results for CNC(=O)c1c(NC(=O)c2ccc(N3C(=O)CCC3=O)cc2)sc2c1CCC(C)C2 (stereo not drawn) = -10%, 11%, nt, -0.1%, 1.4, 52, -11%, 14%, 5%, 6%
Results for CCn1cc(C(=O)NCCCN(CC(C)C)CC(C)C)c(=O)c2cc(S(=O)(=O)N(C)C3CCCCC3)ccc21 = 8%, 0%, nt, -0.2%, 8.2, 74, -3%, 5%, 13%, 8%
Results for Cc1c(Cl)c([N+](=O)[O-])nn1CCCC(=O)Nc1c(Cl)cccc1Cl = 2%, 2%, i, -0.3%, -1.6, 61, -6%, 4%, 16%, 4%
Results for CC(=O)N1NC(=Nc2ccccc2)SC1(C)C = 2%, 12%, i, -0.1%, 0.1, 52, -4%, 22%, 1%, 8%

Further compounds.
SMILES	GPR35 antagonists	AID2073	Yfh1-depleted yeast	GPR55 beta-arrestin	NTR1 ag	NTR1 ag cell count 20 µM	Dengue-2 NS5 capping	SV40 large T antigen	GPR55 LPI antagonism	MgcRacGAP inhibition
Cc1ccc(N(C(=O)C2COc3ccccc3O2)C(C(=O)NC2CCCCC2)c2cn(C)nc2C)cc1 (stereo not drawn)	10%	1%	i	-0.3%	0.9	47	nt	5%	-4%	nt
COC(=O)C(C)Sc1nc2c(cnn2-c2ccccc2)c(=O)[nH]1 (stereo not drawn)	-6%	-3%	i	-0.1%	4.6	80	-3%	2%	9%	-11%
O=C(CN1CCN(C/C=C/c2ccccc2)CC1)NC(=O)NC1CCCCC1	12%	-10%	i	0.0%	1.4	67	-2%	-2%	14%	9%
Clc1cccc(OCCCN2CCCC2)c1Cl	-14%	7%	i	0.4%	-0.5	87	-9%	9%	13%	19%
O=C(O)CCc1ccc(-c2cccs2)n1NC(=O)c1ccccc1Br	-5%	23%	i	0.6%	2.8	41	-5%	18%	0%	11%
OC(CNCc1ccccc1)Cn1ccc2ccccc21 (stereo not drawn)	nt	-7%	i	0.1%	-0.6	69	0%	8%	96%	15%
O=C(c1ccco1)N1CCN(C(=O)c2[nH]ncc2[N+](=O)[O-])CC1	9%	-2%	i	0.7%	1.4	82	-8%	4%	2%	-8%
Cc1cc(C)nc(SCc2cc(=O)c(OC(=O)c3ccc(S(=O)(=O)N4CCCC4)cc3)co2)n1	-8%	-11%	i	-0.2%	3.6	71	-4%	37µM*	-5%	8%
COC(=O)CCCCCN1C(=O)NC(c2ccccc2)C(C(=O)OCc2ccccc2)=C1C (stereo not drawn)	9%	14%	i	-0.1%	9.3	50	5%	3%	9%	5%
O=C(NCCN1CCCCC1)c1cc(Cl)ccc1Cl	7%	5%	nt	-0.1%	2.0	68	nt	0%	4%	17%
O=C(O)COc1ccccc1/C=C1\SC(=Nc2ccc(F)cc2)N(c2ccc(F)cc2)C1=O	-7%	16%	i	0.1%	2.8	35	5%	2%	13%	6%
COC(=O)CCC(=O)Nc1nc(-c2ccccc2)cs1	nt	nt	i	nt	-0.5	61	0%	nt	nt	-4%
CNC(=O)CCC(=O)Nc1ccc(C)cc1	2%	-4%	i	0.2%	-0.6	75	-10%	5%	9%	1%
COc1ccc(NC(=O)[C@@H]2CCCN2S(=O)(=O)c2cccc3cccnc23)cc1	nt	nt	nt	nt	-2.7	102	-3%	10%	nt	8%
Cc1cc(C)n2c(SCC(=O)NCc3ccc4c(c3)OCO4)nnc2n1	-5%	-32%	i	-0.1%	1.4	55	-3%	16%	3%	12%
O=c1cc(Cl)[nH]c(=O)n1Cc1ccccc1	20%	8%	nt	-0.1%	-1.5	89	2%	1%	7%	0%
O=C(Nc1cc(Cl)ccc1O)c1snnc1-c1ccccc1	-4%	0%	i	0.1%	4.1	90	-6%	4%	-4%	5%
Cc1ccc(C(=O)NC2CCN(S(=O)(=O)c3ccccc3F)CC2)cc1	-11%	5%	nt	-0.1%	-0.4	57	-9%	12%	-16%	9%
Cc1ccc(OC(=O)c2ccc(C)c([N+](=O)[O-])c2)cn1	-3%	-14%	i	0.6%	0.0	41	-3%	5%	-10%	16%
CCOC(=O)N1CCC(NC(=O)c2ccc3c(c2)N=C(C)c2c(C)ccc(C)c2S3)CC1	-7%	8%	nt	-0.2%	4.9	61	-5%	6%	-31%	9%
COc1ccc(CCNC(=O)NS(=O)(=O)c2ccc(C)cc2)cc1OC	6%	34%	nt	0.5%	-1.5	107	-11%	7%	5%	7%
O=C1NCCN1C(=O)c1ccco1	6%	1%	i	0.0%	0.6	79	-6%	1%	4%	5%
Cc1cn[nH]c1	nt	nt	nt	nt	2.1	58	-4%	14%	nt	11%
Cc1cc(C)nc(N/N=C/c2sccc2C)n1	-3%	-13%	i	0.5%	0.4	60	2%	8%	-14%	5%
C/C(CC(=O)Nc1ccc(N(C)C)cc1)=N\NC(=O)c1ccc(Cl)cc1Cl	10%	-11%	nt	-0.1%	0.6	63	-9%	9.3µM*	4%	22%
COc1ccc(-c2cc(C(=O)OCC(=O)Nc3ccc4c(c3)OCO4)c3ccccc3n2)cc1	-13%	15%	i	0.2%	2.5	51	-3%	4%	0%	6%
Cc1cc(C)c(S(=O)(=O)N2CCCCC2)cc1N(C)S(=O)(=O)c1ccc(Cl)cc1	-19%	-2%	i	-0.3%	0.6	65	-5%	0%	3%	8%
O=C(Nc1ccc(-c2nc3ccccc3s2)cc1)c1cc(-n2cnnc2)ccc1Cl	-5%	13%	i	-0.1%	1.8	39	-5%	0%	3%	12%
O=S(=O)(c1ccc(-c2nnco2)cc1)N1CCCCC1	-3%	13%	nt	1.0%	-0.3	62	-4%	9%	8%	4%
Cc1ccc(NC(=O)c2cc(F)c(F)cc2Cl)nc1	17%	3%	i	-0.3%	3.7	46	-7%	-7%	1%	3%
CC(/C=C/c1ccccc1F)=N\NC(=O)c1cccc(F)c1	-9%	14%	i	-0.5%	2.8	38	-8%	23%	-7%	3%
CC(C)c1ccc(NC(=O)CN2C(=O)NC3(CCCC3)C2=O)cc1	8%	5%	nt	-0.2%	0.2	43	-4%	11%	0%	7%

Rewritten field by field: four of the compounds above.
Cc1cc(C)n2c(SCC(=O)NCc3ccc4c(c3)OCO4)nnc2n1
  GPR35 antagonists = -5%	AID2073 = -32%	Yfh1-depleted yeast = i	GPR55 beta-arrestin = -0.1%	NTR1 ag = 1.4	NTR1 ag cell count 20 µM = 55	Dengue-2 NS5 capping = -3%	SV40 large T antigen = 16%	GPR55 LPI antagonism = 3%	MgcRacGAP inhibition = 12%
COCCn1c(SCC#N)nnc1-c1ccc2c(c1)OCO2
  GPR35 antagonists = 18%	AID2073 = -8%	Yfh1-depleted yeast = i	GPR55 beta-arrestin = 0.4%	NTR1 ag = -1.6	NTR1 ag cell count 20 µM = 61	Dengue-2 NS5 capping = -5%	SV40 large T antigen = 11%	GPR55 LPI antagonism = 5%	MgcRacGAP inhibition = 10%
Cc1cc2ccccc2n1CCNC(=O)C(C)(C)C
  GPR35 antagonists = 5%	AID2073 = 9%	Yfh1-depleted yeast = i	GPR55 beta-arrestin = 0.3%	NTR1 ag = -0.9	NTR1 ag cell count 20 µM = 90	Dengue-2 NS5 capping = 1%	SV40 large T antigen = 2%	GPR55 LPI antagonism = 4%	MgcRacGAP inhibition = 17%
O=c1cc(Cl)[nH]c(=O)n1Cc1ccccc1
  GPR35 antagonists = 20%	AID2073 = 8%	Yfh1-depleted yeast = nt	GPR55 beta-arrestin = -0.1%	NTR1 ag = -1.5	NTR1 ag cell count 20 µM = 89	Dengue-2 NS5 capping = 2%	SV40 large T antigen = 1%	GPR55 LPI antagonism = 7%	MgcRacGAP inhibition = 0%

Rows are unselected. Share with any hit: about 1.7%.
